UBC13 polyUb = inhibitors of human UBC13 polyubiquitin chain formation. P61088. TR-FRET. inhibition, % at 20 µM. 330,000 compounds, 0.47% hits. AID 485273; in the data active = inhibition above about 45%, passing the limit was not always enough
Target sequence (P61088 whole entry, looked up): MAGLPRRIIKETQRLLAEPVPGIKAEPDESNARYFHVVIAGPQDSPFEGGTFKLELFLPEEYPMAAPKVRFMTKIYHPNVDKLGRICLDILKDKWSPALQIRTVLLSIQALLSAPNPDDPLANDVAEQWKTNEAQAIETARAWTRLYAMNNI
SENP8 block-1 = blocks human SENP8 cleavage of Nedd8 substrate; Q96LD8; recombinant SENP8, Nedd8 substrate fluorescence; inhibition, % at 20 µM; 360,000 compounds, 0.64% hits; AID 602440; in the data active = inhibition mostly above about 40%, no sharp cut-off; inactive = mostly below about 27%
Target sequence (Q96LD8 whole entry, looked up): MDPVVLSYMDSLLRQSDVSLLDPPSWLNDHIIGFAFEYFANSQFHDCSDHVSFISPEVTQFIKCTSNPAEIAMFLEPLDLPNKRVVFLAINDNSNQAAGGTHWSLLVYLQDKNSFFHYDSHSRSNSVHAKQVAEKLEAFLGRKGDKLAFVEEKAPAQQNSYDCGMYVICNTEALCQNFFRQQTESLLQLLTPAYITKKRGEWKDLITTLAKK
HKDC1 inhibitor = HKDC1 (human) hexokinase inhibition; Q2TB90; recombinant HKDC1, G6PDH/diaphorase resazurin coupled fluorescence; inhibition, % at 20 µM; 340,000 compounds, 0.16% hits;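 active = inhibition above about 35% when tested at 20 µM, limit read from the data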;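 note: plate controls were DMSO wells with enzyme for no effect and DMSO wells lacking enzyme for full effect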
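Test system: recombinant HKDC1 (HK5) hexokinase enzyme, produced in-house; Amount: enzyme 5 µg/mL final; Buffer or medium: Tris pH 8.0 buffer with MgCl2, Tween-20, BSA, BME; Reagent: glucose and ATP substrates; Doses: 20 µM test compound, 1% DMSO; Incubation: 90 min reaction incubation at room temperature, dark; Detection: resorufin fluorescence at 613 nm.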
SENP8 block-2 = blocks the human protease SENP8. 330,000 compounds, 1.2% hits. Q96LD8. purified SENP8, Z-RLRGG-aminoluciferin cleavage, luminescence. AID 2540. inhibition, % at 10 µM; in the data active = inhibition above about 50%
PfG6PD inh = PfG6PD (Plasmodium falciparum) enzyme inhibition | PfGluPho enzyme, NADPH resazurin-diaphorase fluorescence | inhibition, % at 20 µM | 350,000 compounds, 0.78% hits | AID 504690;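 active = inhibition reaching at least a set limit at 20 µM in the primary screen, cut at about 59% in these data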;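 note: 0% = DMSO wells with substrate and 100% = DMSO wells lacking glucose-6-phosphate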
SENP6 block = inhibitors of human SENP6 protease; Q9GZR1; Recombinant SENP6 catalytic domain, aminoluciferin luminescence; inhibition, % at 10 µM; 330,000 compounds, 1.8% hits; AID 2599;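 active = inhibition above about 50% at the single tested dose, limit read from the data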;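 note: plate controls were DMSO wells with enzyme for no effect and DMSO wells lacking enzyme for full effect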
Target sequence (Q9GZR1 628-1112 limits assumed): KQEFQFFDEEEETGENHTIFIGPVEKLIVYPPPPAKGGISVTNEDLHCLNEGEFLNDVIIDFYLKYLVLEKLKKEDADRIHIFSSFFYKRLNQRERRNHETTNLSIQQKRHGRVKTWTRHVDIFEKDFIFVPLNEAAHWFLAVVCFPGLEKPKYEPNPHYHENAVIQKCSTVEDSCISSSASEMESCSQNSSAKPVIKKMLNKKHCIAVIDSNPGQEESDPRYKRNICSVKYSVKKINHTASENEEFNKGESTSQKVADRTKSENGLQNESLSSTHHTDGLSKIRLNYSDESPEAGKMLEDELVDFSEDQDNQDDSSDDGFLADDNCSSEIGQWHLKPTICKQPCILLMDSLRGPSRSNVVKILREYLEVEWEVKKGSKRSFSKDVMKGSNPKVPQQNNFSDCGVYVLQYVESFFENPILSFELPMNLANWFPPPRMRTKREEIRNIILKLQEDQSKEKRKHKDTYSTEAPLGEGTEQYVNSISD
SENP7 inh = inhibitors of human SENP7 protease; recombinant SENP7, Z-RLRGG-aminoluciferin luminescence, 40 min; inhibition, % at 5 µM; 330,000 compounds, 1.5% hits; AID 434973;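 active = inhibition above about 50% at the single test dose, limit read from the data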;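 note: plate controls were DMSO with enzyme for no effect and no enzyme buffer wells for full effect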
SENP1 FRET inh = inhibitors of human SENP1 SUMO protease catalytic domain; 360,000 compounds, 0.21% hits; recombinant SENP1 catalytic domain, CyPet-SUMO1-YPet FRET cleavage; Q9P0U3; inhibition, % at 10 µM;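 active = inhibition at least 30% at 10 µM, raw YFP signal under a set limit, fluorescence ratio 0.5 to 1.5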;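 note: 0% = enzyme with DMSO and 100% = no enzyme wells; some results filed as inactive read as strong as hits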
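Test system: hSENP1 catalytic domain, recombinant; Amount: 20 pM final SENP1 enzyme; Medium: Tris pH 8 buffer plus EDTA, NaCl, BME, BSA, NP40, catalase; Schedule: 50 min enzyme reaction, room temperature, light-protected; Technique: FRET fluorescence in CFP and YFP emission channels; Controls: no-enzyme wells low, DMSO-plus-enzyme wells high control.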
beta cell repl = induces beta-cell replication in MIN6 cells; MIN6 cells proliferation, ATPlite luminescence, 48 h; cells starved in 0.2% serum; 100% = growth in 10% serum; proliferation, % at 10 µM; 330,000 compounds, 0.29% hits;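 active = compounds whose signal lies at least 3.5 SD above the mean of all wells on their plate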;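 note: 0% = DMSO-treated cells in low-serum medium and 100% = 10% serum control; some compounds called inactive have numbers as strong as hits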
* hit, by the source's call; nt = no result given.

(1) O=C(Nc1ccc(N=Nc2ccccc2)c(NC(=O)C2CCCO2)c1)C1CCCO1 (stereo not drawn)
(2) C[C@@H]1CC=C[C@@H]2[C@H]1C(=O)N(Cc1ccccc1)[C@H]2c1cccc(Br)c1
(3) Cc1ccccc1CSc1nnc(Cn2c(=O)sc3ccccc32)n1C
(4) O=[N+]([O-])c1ccc(CSc2nnc(SCc3ccc(Cl)cc3)s2)cc1
(5) O=c1ccc(OCCOc2ccccc2)nn1-c1ccccc1
(6) COc1ccc(C)cc1S(=O)(=O)N(C)CC(=O)NCc1ccccn1
(7) CC(C)(C)NC(=O)c1cc2c(ccc3ccccc32)oc1=O
(8) Cc1cccc(OCCCCN2CCNCC2)c1

entry no.	1	2	3	4	5	6	7	8
UBC13 polyUb	2	nt	7	3	10	1	20	-3
SENP8 block-1	18	-1	7	10	11	2	-419	8
HKDC1 inhibitor	-9	12	-3	10	-7	-6	3	-5
SENP8 block-2	-2	nt	-3	0	-8	3	-16	-2
PfG6PD inh	3	1	-13	-1	4	-8	16	15
SENP6 block	-14	nt	-13	-3	5	-2	-5	-5
SENP7 inh	5	2	-10	-1	4	-4	-14	5
SENP1 FRET inh	2	0	1	3	0	0	-50	0
beta cell repl	0	nt	-4	-6	0	-6	-1	0

(9) CCn1cc(Br)c(C(=O)NC(=S)Nc2ccc(C(=O)OC)cc2)n1
(10) COc1ccc(-c2c([C@H]3[C@H]4C=CC[C@@H](C)[C@@H]4C(=O)N3Cc3ccccc3)ccc3ccccc23)cc1OC
(11) C/C(CS(=O)(=O)c1ccccc1)=N\O
(12) Cc1ccc(C(C(=O)NC(C)(C)C)N(Cc2ccc3c(c2)OCO3)C(=O)c2ccc(CN3CCOCC3)o2)o1 (stereo not drawn)
(13) Cc1ccc(CN2CC(C(=O)Nc3ncc(C)s3)CC2=O)cc1 (stereo not drawn)
(14) N#C/C(=C\c1ccccc1)c1n[nH]c(Cn2cncn2)n1
(15) Cc1cc(C)c(OCC(=O)OCC(=O)NNC(=O)c2ccccc2F)c(C)c1
(16) CCOC(=O)Cn1c(=N)n(CCOc2cccc(C)c2)c2ccccc21

entry no.	9	10	11	12	13	14	15	16
UBC13 polyUb	5	-17	8	0	-4	4	2	18
SENP8 block-1	19	2	6	17	6	-316	6	28
HKDC1 inhibitor	-14	2	-8	-2	-3	-2	-4	1
SENP8 block-2	7	-3	-7	-3	-3	-3	0	-4
PfG6PD inh	14	-8	-6	10	11	-24	-17	-2
SENP6 block	-6	-17	7	-18	-6	-17	18	-24
SENP7 inh	3	-3	4	5	-4	4	-8	-4
SENP1 FRET inh	-1	0	2	-5	0	3	2	3
beta cell repl	-1	-8	0	3	9	1	2	0

Nos. 10–16 of the list above:
(10) COc1ccc(-c2c([C@H]3[C@H]4C=CC[C@@H](C)[C@@H]4C(=O)N3Cc3ccccc3)ccc3ccccc23)cc1OC
(11) C/C(CS(=O)(=O)c1ccccc1)=N\O
(12) Cc1ccc(C(C(=O)NC(C)(C)C)N(Cc2ccc3c(c2)OCO3)C(=O)c2ccc(CN3CCOCC3)o2)o1 (stereo not drawn)
(13) Cc1ccc(CN2CC(C(=O)Nc3ncc(C)s3)CC2=O)cc1 (stereo not drawn)
(14) N#C/C(=C\c1ccccc1)c1n[nH]c(Cn2cncn2)n1
(15) Cc1cc(C)c(OCC(=O)OCC(=O)NNC(=O)c2ccccc2F)c(C)c1
(16) CCOC(=O)Cn1c(=N)n(CCOc2cccc(C)c2)c2ccccc21

entry no.	10	11	12	13	14	15	16
UBC13 polyUb	-17	8	0	-4	4	2	18
SENP8 block-1	2	6	17	6	-316	6	28
HKDC1 inhibitor	2	-8	-2	-3	-2	-4	1
SENP8 block-2	-3	-7	-3	-3	-3	0	-4
PfG6PD inh	-8	-6	10	11	-24	-17	-2
SENP6 block	-17	7	-18	-6	-17	18	-24
SENP7 inh	-3	4	5	-4	4	-8	-4
SENP1 FRET inh	0	2	-5	0	3	2	3
beta cell repl	-8	0	3	9	1	2	0

Later entries:
(17) CC(Oc1ccc(-c2nnco2)cc1)C(=O)N1CCOCC1 (stereo not drawn)
(18) Cc1ccc(N(CC(=O)NC(C)(C)C)C(=O)CNC(=O)c2cccs2)cc1
(19) COc1ccc(N2CCN(CC(O)COc3ccc4c(c3)CCC4)CC2)cc1 (stereo not drawn)
(20) O=C(COC(=O)C1CC(O)CN1S(=O)(=O)c1ccc(Cl)cc1)c1ccccc1 (stereo not drawn)
(21) Cc1ccc(NS(=O)(=O)c2ccc(NC(=O)C3CC3)cc2)cc1C
(22) CN=C1S/C(=C\c2ccc(N3CCOCC3)cc2C)C(=O)N1C
(23) O=C(CN1C(=O)COc2ccc(Cl)cc21)N1CCCCC1
(24) CCOc1ccc(S(=O)(=O)NNS(=O)(=O)c2ccc(C)cc2C)cc1

entry no.	17	18	19	20	21	22	23	24
UBC13 polyUb	-1	1	-1	2	-5	4	16	1
SENP8 block-1	4	6	38	10	6	-56	6	0
HKDC1 inhibitor	0	-8	-4	-1	5	-3	-1	-1
SENP8 block-2	-3	0	-3	-16	6	-1	-9	-7
PfG6PD inh	-20	-7	8	-5	-7	11	-6	34
SENP6 block	-6	-12	-11	-4	-14	6	-12	-32
SENP7 inh	-3	7	-5	4	-5	6	-7	-9
SENP1 FRET inh	-2	0	3	-1	1	-34	1	2
beta cell repl	2	-1	-2	0	-3	0	0	-2

(25) CC(=O)N1CCN(S(=O)(=O)c2cccc(C(=O)OCC(=O)N(CCC#N)c3ccc(F)cc3)c2)CC1
(26) CCCOc1ccc(C(=O)c2nc3c(n2O)CCCCC3)cc1
(27) COC(=O)c1c(NC(=O)c2ccco2)sc2c1CC(C)(C)NC2(C)C
(28) COc1ccc(-c2nc(NC(=O)CSc3nnc(C)s3)ns2)cc1
(29) C=C(C)c1cccc(C(C)(C)NC(=O)NNC(=O)c2ccccc2O)c1
(30) O=C(CSc1nnc(COc2cccc3cccnc23)o1)N1CCN(C(=O)c2ccco2)CC1
(31) COc1ccc(C(=O)NCCC2=CCCCC2)cc1OC1CCN(C(C)C)CC1
(32) O=C1CC(c2cccc(F)c2)C2=C(CCCC2=O)N1 (stereo not drawn)

entry no.	25	26	27	28	29	30	31	32
UBC13 polyUb	-1	-4	6	2	2	-5	-1	2
SENP8 block-1	20	15	-422	-233	-78	-16	19	-59
HKDC1 inhibitor	-7	0	2	-6	-9	1	-3	-5
SENP8 block-2	-6	3	1	-3	-4	-5	0	1
PfG6PD inh	-1	-10	3	14	-26	-10	18	-8
SENP6 block	-4	9	-10	-28	-10	-6	-15	-7
SENP7 inh	0	7	-4	-8	-10	13	-3	1
SENP1 FRET inh	2	0	-1	-6	1	1	-4	-5
beta cell repl	4	0	-4	-1	0	-1	-2	0

(33) C=CC(=O)Nc1cccc(Nc2nc(N[C@H]3CC[C@H](N(C)C)CC3)nc3c2ncn3C(C)C)c1
(34) CSC1=NCCN1C(=O)c1c(F)cccc1Cl
(35) COC(=O)Nc1cc(C)n(-c2ccccc2)n1
(36) COc1ccc(C(=O)C2CCCN(C3Cc4ccccc4C3)C2)cc1OC (stereo not drawn)
(37) O=C(c1coc(=O)c2ccccc12)N1CCN(Cc2ccccc2)CC1
(38) O=c1c2c(-c3ccc(Cl)cc3)csc2ncn1/N=C/c1cccc([N+](=O)[O-])c1O
(39) Cc1cc(C(=O)CN2C(=O)C(=O)N(CCC3=CCCCC3)C2=O)c(C)n1C
(40) CCN(CC)S(=O)(=O)c1ccc(-c2nnc(SCC(=O)Nc3ccc4c(c3)OCO4)o2)cc1

entry no.	33	34	35	36	37	38	39	40
UBC13 polyUb	nt	10	-1	-22	1	-12	-10	4
SENP8 block-1	6	-30	17	19	-29	9	1	8
HKDC1 inhibitor	6	3	-2	-5	-5	0	4	5
SENP8 block-2	nt	2	-5	-9	0	0	-13	13
PfG6PD inh	39	-1	-16	-3	1	-11	-17	-16
SENP6 block	nt	-1	-21	-8	12	-2	-9	-8
SENP7 inh	nt	-3	7	-10	13	-3	6	9
SENP1 FRET inh	-7	1	0	4	-8	-2	-4	2
beta cell repl	nt	0	0	-2	-1	-2	-3	-3

(41) O=C(C1CC1c1ccccc1)N1CCN(c2cccc(Cl)c2)CC1 (stereo not drawn)
(42) COC(=O)/C=C/c1oc2ccccc2c1C
(43) Cc1cnc(C(=O)Nc2ccc(N3CCN(C(=O)OC(C)(C)C)CC3)cc2)cn1
(44) NC(=O)c1ccc(NC(=O)c2ccc3c(c2)CCN3S(=O)(=O)c2ccccc2)cc1
(45) O=C(O)c1ccc(NC(=S)NCc2ccccc2)cc1
(46) Cc1cccc(N2CCN(CC(=O)Nc3ccccc3[N+](=O)[O-])CC2)c1C
(47) COC(=O)c1sc(-c2ccc(Cl)cc2)cc1NC(=O)c1ccccc1C(=O)O
(48) CCN(CC(=O)NCc1ccc(F)cc1)C(=O)C1CC1C (stereo not drawn)
(49) Cc1ccc(-c2cc(-c3ccccc3[N+](=O)[O-])[nH]n2)c(O)c1
(50) N#C/C(=C\c1cn(CC(=O)N2CCCC2)c2ccccc12)C(=O)NCc1ccc2c(c1)OCO2
(51) Cc1ccc(CNC(=O)c2cc3c(s2)CN(Cc2ccccc2)C3)cc1

entry no.	41	42	43	44	45	46	47	48	49	50	51
UBC13 polyUb	nt	-4	-17	9	-2	-8	-6	-5	0	7	-9
SENP8 block-1	7	-31	24	16	18	8	-142	7	1	-50	-150
HKDC1 inhibitor	3	-8	0	-2	-4	0	7	-6	3	-8	-5
SENP8 block-2	nt	-4	-5	5	8	-8	11	-9	-12	-6	-9
PfG6PD inh	-16	12	6	8	-20	3	-26	2	20	-31	5
SENP6 block	nt	7	-18	-5	23	-11	-7	-29	1	-13	-28
SENP7 inh	nt	-2	-1	0	2	-10	-2	-6	-12	0	-7
SENP1 FRET inh	3	1	1	1	-1	2	-1	0	-1	-54	2
beta cell repl	nt	3	-3	-2	-3	-2	-2	-3	-1	-3	-4

Screening results from PubChem.
